Bioassay records: PubChem, National Center for Advancing Translational Sciences (NCATS)
B2AR arrestin: agonists driving beta-arrestin recruitment to human beta2-adrenergic receptor; P07550; beta-arrestin recruitment to beta2AR, cell-based reporter; Potency, µM (titrated, usually from 46.1 µM), for inactives: top-dose activation, hits mostly activators; 330,000 compounds, 0.02% hits; AID 492947;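 also: potency is read from the fitted curve at half-maximal effect; 0% = DMSO controls and full agonism = EC100 isoproterenol or metaproterenol; nearly all actives have a fitted effect of over 65% in size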
GALK inh: galactokinase (human) inhibition; 270,000 compounds, 0.007% hits; P51570; Purified GALK, Kinase-Glo residual ATP luminescence; Potency, µM (doses to about 57.5 µM), for inactives: top-dose activity change, negative = inhibition, usual class: inhibitors; also: potency is read from the fitted curve at half-maximal effect; % is scaled to controls: 0 for no effect and ±100 for the full control effect
Target sequence (P51570 whole entry, looked up): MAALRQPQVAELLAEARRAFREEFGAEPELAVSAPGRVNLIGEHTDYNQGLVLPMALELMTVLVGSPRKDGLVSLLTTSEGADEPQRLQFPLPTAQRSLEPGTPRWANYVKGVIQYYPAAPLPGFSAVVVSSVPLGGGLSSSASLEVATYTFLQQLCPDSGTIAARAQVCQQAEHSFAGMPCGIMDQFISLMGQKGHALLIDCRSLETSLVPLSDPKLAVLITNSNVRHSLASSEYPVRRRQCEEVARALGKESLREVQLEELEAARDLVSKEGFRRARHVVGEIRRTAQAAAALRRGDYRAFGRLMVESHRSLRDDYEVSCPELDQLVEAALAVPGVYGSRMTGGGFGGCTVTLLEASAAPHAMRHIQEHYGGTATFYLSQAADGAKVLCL
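Quantitative HTS: GALK 5 nM, ATP 35 uM, galactose 100 uM, 1 h room temperature, then luciferase-based ATP detection.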
MLL CXXC-DNA inh: blocks binding of human MLL CXXC domain to DNA; Q03164; 290,000 compounds, 0.037% hits; Potency, µM (series often up to 115 µM), for inactives: at the highest dose activity change, negative = inhibition, usual class: inhibitors; MLL-CXXC / FITC-HOXA9 DNA fluorescence polarization; active = well fitted inhibition curve with a large enough effect in the polarisation, with a control signal flat, not every such curve was filed as active; inconclusive = small, poorly fitted or top-dose-only effect, or effect the other way, or a change in a side signal; inactive = no such curve, though single readings can be large or run the other way; the % refers to the polarisation; also: potency is read from the fitted curve at half-maximal effect
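Steps: dispense CXXC domain solution (7 uM) → pin compounds or unlabeled HOX-A9 DNA control → 5 min ambient → add FLSN-HOX-A9 solution (50 nM) → spin → 30 min ambient → fluorescence polarization. Tris pH 7.5/NaCl/DTT/BSA buffer.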
TRPV1 ag: activates the human vanilloid receptor TRPV1 | Q8NER1 | TRPV1-expressing cells, Fluo-8 calcium influx, agonist mode | activation, % at 8.33 µM | 320,000 compounds, 0.19% hits | AID 540275; in the data active = activation above about 80%; inconclusive = between about 30% and that limit; also: 0% is about no effect
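Fluo-8 calcium influx in TRPV1-expressing cells, kinetic read (ex 480/em 520 nm). Compound added and read 3 min for agonist activity, followed by capsaicin at EC20 final and 2 min further read for enhancement.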
Giardia killer: kills Giardia lamblia; AID 540267; Giardia lamblia trophozoite viability; 340,000 compounds, 0.15% hits; activity change, % at 7.66 µM, hits read low; in the data active = activity change below about -80%; inconclusive = between about -30% and that limit;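 also: parasites exposed to compound for two days anaerobically before the ATP read; % is scaled to controls: 0 for no effect and ±100 for the full control effect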
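Compounds were tested on trophozoites seeded at 100 cells/well and held 48 hrs at 37 deg C anaerobically. An ATP-based luminescent kit measured the remaining live cells.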
FBPA coupling cs: inhibits coupling enzyme system, counter-screen for aldolase hits. 290,000 compounds, 0.67% hits. activity change, negative = inhibition, % at 58.2 µM, hits read low. coupling enzyme system counterscreen, AmpLite Red fluorescence; in the data active = activity change below about -30%; also: % is scaled to controls: 0 for no effect and ±100 for the full control effect
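Compounds tested against the coupling enzymes alone at 57.5 uM final; readout was AmpLite Red fluorescence (525/598 nm) after 20 min at RT.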
KCNH2 WT inh: blocks the wildtype human KCNH2 potassium channel. U2OS, BacMam KCNH2, thallium flux FluxOr; hits give low values. activity change, % at 1.84 µM. 340,000 compounds, 0.37% hits. AID 720551;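 active = maximum activity change below -70%; inconclusive = maximum activity change between -70% and -50%; inactive = maximum activity change above -50%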; also: % is scaled to controls: 0 for no effect and ±100 for the full control effect
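U2OS cells transduced with wild-type KCNH2 virus are loaded with FluxOr dye for 45 min, and thallium flux is measured in kinetic reads before and after stimulation buffer. Rate constants are normalized to DMSO controls.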
PKM2 activator: PKM2 (human) enzyme activation. 260,000 compounds, 0.34% hits. purified PKM2, Kinase-Glo ATP luminescence, activation; response scale: 0% is enzyme alone, no compound. Potency, µM (series often up to 57.5 µM), for inactives: at the top dose activation, most hits filed as activators. P14618; also: potency is read from the fitted curve at half-maximal effect; % is scaled to controls: 0 for no effect and ±100 for the full control effect; nearly all actives have a fitted effect of over 55% in size
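Purified hPK-M2 (>95%) run at intermediate activity with 0.1 mM ADP and 0.5 mM PEP in 50 mM imidazole pH 7.2, KCl, MgCl2; 1 h room temperature. ATP formed read by Kinase-Glo luminescence; normalized to uninhibited and no-enzyme controls.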
Menin-MLL TR inh: inhibitors of human menin-MLL interaction, mutant MLL peptide. AID 1768. 270,000 compounds, 0.23% hits. Menin + Texas Red MLL mutant peptide, fluorescence polarization. Potency, µM (highest dose often 61.6 µM), for the others: at the highest dose FP activity change, negative = inhibition, actives largely listed as inhibitors; active = well fitted inhibition curve with a large enough effect in the polarisation, with a control signal flat, not every such curve was filed as active; inconclusive = small, poorly fitted or top-dose-only effect, or effect the other way, or a change in a side signal; inactive = no such curve, though single readings can be large or run the other way; the % refers to the polarisation; also: potency is read from the fitted curve at half-maximal effect; % of control where 0% means no effect; many of its hits are not listed in these tables
Target sequence (O00255 whole entry, looked up): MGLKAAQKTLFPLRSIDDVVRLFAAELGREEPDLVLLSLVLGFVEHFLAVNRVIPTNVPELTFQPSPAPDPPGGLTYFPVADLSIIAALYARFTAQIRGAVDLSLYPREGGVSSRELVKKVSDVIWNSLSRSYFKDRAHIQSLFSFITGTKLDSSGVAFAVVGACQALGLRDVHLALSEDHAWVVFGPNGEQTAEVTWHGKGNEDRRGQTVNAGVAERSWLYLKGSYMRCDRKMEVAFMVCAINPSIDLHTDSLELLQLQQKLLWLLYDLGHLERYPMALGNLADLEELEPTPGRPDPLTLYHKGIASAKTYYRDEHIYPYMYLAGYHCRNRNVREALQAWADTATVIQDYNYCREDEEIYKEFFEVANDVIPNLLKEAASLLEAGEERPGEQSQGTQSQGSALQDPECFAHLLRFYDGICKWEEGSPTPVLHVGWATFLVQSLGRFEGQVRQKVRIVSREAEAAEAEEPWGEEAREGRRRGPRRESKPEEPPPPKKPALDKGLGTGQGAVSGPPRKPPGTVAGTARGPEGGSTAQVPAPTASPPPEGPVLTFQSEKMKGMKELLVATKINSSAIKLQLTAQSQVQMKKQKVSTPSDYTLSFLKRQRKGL
USP2a inh: inhibitors of human ubiquitin-specific protease USP2a; O75604; USP2 core, Ub-CHOP2 coupled fluorogenic reporter, 485/531; Potency, µM (top dose mostly 38.3 µM), for the others: top-dose activity change, negative = inhibition, most hits filed as inhibitors; 330,000 compounds, 0.01% hits; AID 463254;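 also: potency is read from the fitted curve at half-maximal effect; plate controls were DMSO wells for no effect and full inhibition by NEM control for full effect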
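USP2 core (10nM final) preincubated 30min RT with compound in 20mM Tris-HCl pH 8.0, 2mM CaCl2, 2mM beta-mercaptoethanol, 0.05% CHAPS; 25nM Ub-CHOP2 plus 25nM reporter substrate added, fluorescence (Ex485/Em531) read after 60min.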
KCNH2 3.1 inh: blocks the human KCNH2 3.1 channel isoform | 340,000 compounds, 0.95% hits | activity change, % (tested at about 1.8 µM) | AID 720553 | U2OS KCNH2 3.1, thallium flux FluxOr; hits give low values;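 active = maximum activity change below -70%; inconclusive = maximum activity change from -70% to -50%; inactive = maximum activity change above -50%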;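 also: thallium influx rate constant from kinetic fluorescence after stimulation buffer; % is scaled to controls: 0 for no effect and ±100 for the full control effect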
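Kinetic fluorescence (2 min after stimulation buffer) measures Tl+ influx through KCNH2 3.1 expressed by viral transduction in U2OS cells; the rate constant is normalized against DMSO controls serving as positive and negative references.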
* marks the source's active call; other numbers are inactive results; ? = inconclusive; nt = not tested or not shown; [ ] = dose if it differs, or a comment. Unless noted, calls follow the shape of the dose curve; as a rule, active = well fitted curve in the direction sought with a large enough effect; inconclusive = small, poorly fitted or top-dose-only effect, or another doubt; inactive = no such curve, though single readings can be large; an effect the other way counts as inactive or inconclusive. These rows are one share of the data; the hit share may differ from the screen's.

SMILES | B2AR arrestin | GALK inh | MLL CXXC-DNA inh | TRPV1 ag | Giardia killer | FBPA coupling cs | KCNH2 WT inh | PKM2 activator | Menin-MLL TR inh | USP2a inh | KCNH2 3.1 inh
O=C(COC(=O)c1cc[n+]([O-])cc1)NCCc1ccc(Cl)cc1Cl | 0.2% | 9% | 12% | 4 | -3 | 0 | 12 | 7% | 11% | -1% | 12
CCOc1c(Cl)cnn(-c2ccc(C)cc2)c1=O | -0.9% | -1% | -4% | nt | -5 | 3 | 7 | -1% | nt | 2% | 7
CCOc1ccc2[nH]c(=O)c(CN(CCN3CCCC3)C(=S)Nc3ccccc3OCC)cc2c1 | 4.2% | 0% | 7% | 24 | 9 | -4 | 25 | 0% | ? | 0% | -7
Cc1nn(C(C)C(=O)NCC2CCCO2)c(=O)c2c1sc1ccccc12 (stereo not given) | 0.2% | -7% | 16% | 2 | -2 | nt | 0 | nt | nt | 7% | 2
CCOC(=O)N1CCN(C(=O)C(=O)Nc2sc3c(c2C(=O)O)CC(C)(C)OC3)CC1 | 0.1% | -3% | 24% | -2 | -2 | nt | -1 | nt | nt | 4% | -23
Cc1nn(CC(N)=O)c(=O)c2ccccc12 | -1.7% | 3% | -4% | -1 | -19 | 4 | 9 | -5% | -1% | 0% | 2
COc1ccc(CCNS(=O)(=O)c2ccc(C(=O)NCc3ccco3)cc2)cc1OC | -0.3% | -1% | 15% | 1 | -18 | 1 | -19 | -1% | 2% | 1% | -10
CCCCC(=O)NC(=S)NNC(=O)CCc1ccccc1 | -0.4% | 1% | -8% | -2 | -4 | 2 | -13 | 2% | nt | -8% | 2
O=C(Nc1ccc(-c2nc3cccnc3s2)cc1)C1CCCO1 (stereo not given) | -0.5% | nt | -2% | 3 | ? | 0 | 3 | -52% | -16% | 2% | 0
CC1=C(C(=O)OC(C)C)C(c2cncc(-c3ccc(F)cc3)c2)C(C#N)=C(N)O1 (stereo not given) | -1.0% | 0% | -1% | 19 | 6 | -9 | -1 | 13% | -5% | 2% | 3
COc1ccccc1N1CCN(c2nc(-c3ccccc3)cc(C(F)(F)F)n2)CC1 | 0.2% | -2% | -2% | 0 | 13 | 0 | -1 | 0% | -10% | -1% | -4
CCS(=O)(=O)N1CCC(NC(=O)C(Cc2ccc(OC)c(OC)c2)NC(C)=O)CC1 (stereo not given) | -1.2% | 2% | -1% | -1 | -21 | 3 | -8 | 3% | ? | -6% | 13
Cc1cc(C)cc(OCC(=O)Nc2ccc(CN3CCCCC3)cc2)c1 | 0.0% | 3% | 5% | 2 | 7 | 2 | 3 | -2% | -22% | 1% | -37
NC(=O)c1nsc(C(=O)N(CC(=O)NCc2ccccc2)c2cccc(F)c2)c1N | 0.5% | 17% | -1% | 0 | 3 | 2 | 9 | -3% | -1% | -1% | -1
Cc1[nH]c(-c2ccccn2)nc(=S)c1Cl | -0.3% | 3% | ? | -1 | 33[activator] | -9 | -2 | -7% | nt | -1% | -2
CC(C)(c1ccccc1)c1ccc(OCCN2CCOCC2)cc1 | 0.0% | 0% | 0% | 20 | -24 | 1 | 12 | nt | -16% | -6% | -18
CC(NC(=O)c1ccccc1Cl)c1nnc(SCC(=O)Nc2ccc(C(=O)O)cc2)n1C (stereo not given) | -0.1% | -4% | -14% | -2 | -1 | 1 | 3 | 0% | 1% | 3% | 8
CCOc1ccccc1NC(=O)C1COc2ccccc2O1 (stereo not given) | -1.0% | -7% | -1% | 4 | 16 | 1 | -1 | -3% | -1% | 4% | -14
CCCNS(=O)(=O)c1ccc(CCC(=O)N2CCN(CC)CC2)cc1 | 0.1% | -2% | 6% | 0 | 2 | 3 | 5 | -8% | 1% | 1% | 2
COc1ccc(NC(=O)COC(=O)c2c(C)noc2C)c(OC)c1 | 0.4% | -3% | 6% | -2 | -15 | 3 | -14 | -3% | 1% | 4% | 6
CCO[C@H]1OC(C(=O)NCc2nc3ccccc3[nH]2)=C[C@@H](c2csc3ccccc23)[C@@H]1CCCO | -0.9% | -2% | -20% | 5 | 3 | 0 | nt | 3% | 0% | 0% | nt
COC(=O)Cc1c(C)c2ccc(OCC(C)=O)c(C)c2oc1=O | 0.3% | -2% | -7% | -3 | 1 | 5 | -11 | -16% | -28% | -7% | 10
Cc1c(CN2CCCC(C(=O)Nc3cccc(-n4cccn4)c3)C2)cnn1C (stereo not given) | 0.2% | -5% | 4% | 9 | 42[activator] | nt | -3 | nt | nt | 0% | 8
CC(/C=N/NC(=O)Cc1cccn1C)=C\c1ccco1 | 0.1% | 2% | -3% | -1 | 5 | -24 | -2 | ? | 6% | 0% | 2
O=C1CCC(=O)N1c1ccccc1OS(=O)(=O)c1ccccc1 | -1.0% | -3% | 5% | -2 | 0 | nt | 10 | -14% | nt | 1% | 20
Cc1c(Cc2ccc3c(c2)OCO3)sc(NC(=O)c2ccccc2)c1C(N)=O | -1.8% | nt | 25% | 0 | -4 | -1 | -3 | 6% | ? | 0% | 7
NC(=S)N/N=C/c1ccc(-c2cc(Cl)ccc2Cl)o1 | 8.9% | -1% | -10% | -1 | -8 | -4 | -16 | 17% | ? | 0% | -1
Cc1cc(Oc2ccc(=O)[nH]n2)nc(Cl)n1 | -0.2% | nt | -4% | 0 | 3 | -1 | 1 | -4% | nt | 3% | -14
CCOC(=O)N1CCN(C(=O)c2ccc3c(SCC(=O)O)c4c(nc3c2)CCCC4)CC1 | 0.1% | -1% | 0% | -2 | ? | 0 | 5 | 7% | -26% | 3% | 7
CCOCCCNC(=O)c1cccs1 | -0.3% | -3% | -1% | -1 | 2 | 2 | -9 | 5% | -20% | 0% | -9
CC(=O)OCCOc1nc(N(C)C)nc(N(C)C)n1 | -0.3% | 1% | -5% | 2 | -3 | 1 | 5 | -2% | -3% | -5% | 8
O=C(CN1C(=O)c2ccccc2S1(=O)=O)Nc1ccon1 | 0.3% | nt | nt | 4 | -8 | nt | -7 | nt | nt | -1% | 0
COc1ccc(-c2cc(OC)c3c(C)oc(C)c3c(=O)c2)cc1OC | 2.2% | 0% | ? | -1 | 10 | -9 | -11 | ? | -10% | -8% | -16
O=C(COC(=O)c1ccc2[nH]c3c(c2c1)CCCC3)Nc1ccccc1Cl | -1.1% | 2% | 0% | 10 | -15 | -1 | 5 | -1% | 6% | 0% | 14
COC(=O)c1[nH]c2ccc(F)cc2c1NC(=O)C1=COCCO1 | 0.1% | -2% | 11% | 5 | -7 | 2 | 2 | -4% | 37%[activator] | 3% | 3
COCC(=O)Oc1c(S(=O)(=O)c2ccc(C)cc2)c(C)nn1C(C)(C)C | -0.3% | -2% | -1% | 3 | -10 | 2 | 18 | nt | 0% | 3% | 18
N#C/C(=C(/O)COC(=O)CCC1CCCCC1)c1nc2ccccc2[nH]1 | -0.2% | 1% | -1% | 1 | 6 | 2 | 6 | -1% | 20% | 0% | -21
CN1C(C(=O)NCc2ccc(OC(F)(F)F)cc2)CC2Cn3c(nc4ccccc43)C21 (stereo not given) | -0.4% | 1% | -3% | 12 | 1 | -1 | 9 | 1% | nt | 3% | -18
COc1ccc(Nc2nnc(-c3ccccc3)c3ccccc23)cc1C(=O)N1CCCCC1 | 0.0% | -3% | 4% | 4 | 11 | -4 | -28 | -6% | -3% | 0% | nt
CCOc1ccccc1N1CCN(c2nc(N)c(C#N)c(CC#N)c2C#N)CC1 | -0.9% | -2% | 17% | -6 | -12 | -9 | 0 | -14% | ? | -1% | 2
O=C(Cn1nnc(-c2ccccc2)n1)NCc1ccccc1 | -0.7% | 0% | 10% | 18 | 5 | 1 | 0 | -5% | 23% | 0% | 5

Sorted by formula weight (smallest number first): some entries from above
SMILES | B2AR arrestin | GALK inh | MLL CXXC-DNA inh | TRPV1 ag | Giardia killer | FBPA coupling cs | KCNH2 WT inh | PKM2 activator | Menin-MLL TR inh | USP2a inh | KCNH2 3.1 inh
CCOCCCNC(=O)c1cccs1 | -0.3% | -3% | -1% | -1 | 2 | 2 | -9 | 5% | -20% | 0% | -9
O=C1CCC(=O)N1c1ccccc1OS(=O)(=O)c1ccccc1 | -1.0% | -3% | 5% | -2 | 0 | nt | 10 | -14% | nt | 1% | 20
CN1C(C(=O)NCc2ccc(OC(F)(F)F)cc2)CC2Cn3c(nc4ccccc43)C21 (stereo not given) | -0.4% | 1% | -3% | 12 | 1 | -1 | 9 | 1% | nt | 3% | -18
